POLB inh – qHTS Assay for Inhibitors of DNA Polymerase Beta | P06746 | Pol beta primer extension/strand displacement, fluorescence kinetic | Potency, µM (top dose mostly 114 µM), for the others: at the highest dose activity change, negative = inhibition, actives largely listed as inhibitors | 340,000 tested, 1.3% active | AID 485314, 2010; further: potency means the concentration at half of the fitted maximal effect; on the % scale 0 is the no-effect control and ±100 the full control effect
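Homogeneous kinetic assay of primer extension and strand displacement by 10 nM Pol beta, preincubated 15 min at room temperature with compound before 50 nM substrate (final) was added. Read at 0 and 10 min; four-parameter Hill fit.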
Apoferritin bind – qHTS Assay for Identification of Novel General Anesthetics; Ferritin light chain (Equus caballus), P02791; apoferritin/1-aminoanthracene competitive binding, fluorescence; Potency, µM (titrated, usually from 77.5 µM), inactives show at the highest dose activity change, negative = displacement, usual class: inhibitors; 350,000 tested, 0.074% active; further: potency means the concentration at half of the fitted maximal effect; on the % scale 0 is the no-effect control and ±100 the full control effect; nearly all actives have a fitted effect of over 20% in size
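Horse-spleen apoferritin (10 uM) was mixed with 50% saturated 1-aminoanthracene in PBS, exposed to compounds for 10 min at room temperature, and read for fluorescence (ex 380 nm, em 535 nm). Competitive displacement was fitted with a four-parameter Hill equation.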
POLI inh – qHTS for Inhibitors of Polymerase Iota. DNA polymerase iota (Homo sapiens), Q9UNA4. Pol iota fluorescent replication assay, 10 min. Potency, µM (doses to about 115 µM), inactives show top-dose activity, negative = inhibition, hits mostly inhibitors. 390,000 tested, 1% active. AID 588590, 2011; further: potency means the concentration at half of the fitted maximal effect
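Pol iota at 10 nM preincubated 15 min with compounds at room temperature; reaction started with fluorescent substrate, 50 nM final. Fluorescence read kinetically at 0 and 10 min; buffer-only wells as negative control.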
Pol kappa inh – qHTS for Inhibitors of Polymerase Kappa; DNA polymerase kappa (Homo sapiens), Q9UBT6; AID 588579, 2011; 400,000 tested, 0.53% active; purified Pol kappa, fluorescent DNA synthesis assay, 10 min; Potency, µM (highest dose often 107 µM), for inactives: at the top dose activity, negative = inhibition, hits mostly inhibitors; further: potency means the concentration at half of the fitted maximal effect; on the % scale 0 is the no-effect control and ±100 the full control effect
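Enzyme at 10 nM met test compounds for 15 min at room temperature. Substrate addition (50 nM final) began the reaction, which was monitored by fluorescence at 0 and 10 min.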
Glioma ERSR ind – qHTS for Inducers of the Endoplasmic Reticulum Stress Response (ERSR) in Human Glioma: qHTS; U87-MG GRP78 promoter luciferase reporter, 16 h; 420,000 tested, 0.02% active; Potency, µM, inactives show at the highest dose activation, hits mostly activators; AID 602332, 2012; further: potency means the concentration at half of the fitted maximal effect; series mostly up to about 76 µM; % of control where 0% means no effect; nearly all actives have a fitted effect of over 35% in size
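Stably transfected U87-MG glioma cells carrying a GRP78-based luciferase sensor; 16 h compound incubation. Luminescence end-point read 10 min after Bright-Glo addition at room temperature.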
Pol eta inh – qHTS for Inhibitors of Polymerase Eta | 390,000 tested, 1.2% active | recombinant Pol eta, fluorescent DNA replication assay | DNA polymerase eta (Homo sapiens), Q9Y253 | Potency, µM (series often up to 114 µM), inactives show at the highest dose activity change, negative = inhibition, hits mostly inhibitors; further: potency means the concentration at half of the fitted maximal effect; on the % scale 0 is the no-effect control and ±100 the full control effect
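Fluorescent replication assay: 50 nM final substrate added after a 15 min room-temperature compound preincubation with 10 nM enzyme. Signal taken at 0 min and again at 10 min.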
APEX1 inh – qHTS Assay for Inhibitors of the Human Apurinic/apyrimidinic Endonuclease 1 (APE1); DNA repair nuclease/redox regulator APEX1 (Homo sapiens), P27695; recombinant APE1, TAMRA/BHQ-2 abasic DNA cleavage fluorescence; Potency, µM (top dose mostly 65.8 µM), for inactives: at the highest dose activity change, negative = inhibition, hits mostly inhibitors; 350,000 tested, 0.35% active; AID 2517, 2012;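 further: potency means the concentration at half of the fitted maximal effect; plate controls were vehicle for no effect and reference inhibitor for full effect; nearly all actives have a fitted effect of over 55% in size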
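Substrate: short duplex with […] THF abasic site, 5'-TAMRA and 3'-BHQ-2, 50 nM final. APE1 at 0.75 nM, preincubated 15 min RT with compound. Fluorescence increase from first to third read measured activity.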
BLM helicase inh – qHTS Assay for Inhibitors of Bloom's syndrome helicase (BLM). RecQ-like DNA helicase BLM (Homo sapiens), P54132. recombinant BLM DNA unwinding, fluorescence dequenching. Potency, µM (titrated, usually from 56.1 µM), for the others: at the highest dose activity change, negative = inhibition, hits mostly inhibitors. 350,000 tested, 0.2% active;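 further: potency means the concentration at half of the fitted maximal effect; plate controls were vehicle for no effect and no enzyme for full effect; nearly all actives have a fitted effect of over 35% in size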
Target sequence (P54132 whole entry, looked up): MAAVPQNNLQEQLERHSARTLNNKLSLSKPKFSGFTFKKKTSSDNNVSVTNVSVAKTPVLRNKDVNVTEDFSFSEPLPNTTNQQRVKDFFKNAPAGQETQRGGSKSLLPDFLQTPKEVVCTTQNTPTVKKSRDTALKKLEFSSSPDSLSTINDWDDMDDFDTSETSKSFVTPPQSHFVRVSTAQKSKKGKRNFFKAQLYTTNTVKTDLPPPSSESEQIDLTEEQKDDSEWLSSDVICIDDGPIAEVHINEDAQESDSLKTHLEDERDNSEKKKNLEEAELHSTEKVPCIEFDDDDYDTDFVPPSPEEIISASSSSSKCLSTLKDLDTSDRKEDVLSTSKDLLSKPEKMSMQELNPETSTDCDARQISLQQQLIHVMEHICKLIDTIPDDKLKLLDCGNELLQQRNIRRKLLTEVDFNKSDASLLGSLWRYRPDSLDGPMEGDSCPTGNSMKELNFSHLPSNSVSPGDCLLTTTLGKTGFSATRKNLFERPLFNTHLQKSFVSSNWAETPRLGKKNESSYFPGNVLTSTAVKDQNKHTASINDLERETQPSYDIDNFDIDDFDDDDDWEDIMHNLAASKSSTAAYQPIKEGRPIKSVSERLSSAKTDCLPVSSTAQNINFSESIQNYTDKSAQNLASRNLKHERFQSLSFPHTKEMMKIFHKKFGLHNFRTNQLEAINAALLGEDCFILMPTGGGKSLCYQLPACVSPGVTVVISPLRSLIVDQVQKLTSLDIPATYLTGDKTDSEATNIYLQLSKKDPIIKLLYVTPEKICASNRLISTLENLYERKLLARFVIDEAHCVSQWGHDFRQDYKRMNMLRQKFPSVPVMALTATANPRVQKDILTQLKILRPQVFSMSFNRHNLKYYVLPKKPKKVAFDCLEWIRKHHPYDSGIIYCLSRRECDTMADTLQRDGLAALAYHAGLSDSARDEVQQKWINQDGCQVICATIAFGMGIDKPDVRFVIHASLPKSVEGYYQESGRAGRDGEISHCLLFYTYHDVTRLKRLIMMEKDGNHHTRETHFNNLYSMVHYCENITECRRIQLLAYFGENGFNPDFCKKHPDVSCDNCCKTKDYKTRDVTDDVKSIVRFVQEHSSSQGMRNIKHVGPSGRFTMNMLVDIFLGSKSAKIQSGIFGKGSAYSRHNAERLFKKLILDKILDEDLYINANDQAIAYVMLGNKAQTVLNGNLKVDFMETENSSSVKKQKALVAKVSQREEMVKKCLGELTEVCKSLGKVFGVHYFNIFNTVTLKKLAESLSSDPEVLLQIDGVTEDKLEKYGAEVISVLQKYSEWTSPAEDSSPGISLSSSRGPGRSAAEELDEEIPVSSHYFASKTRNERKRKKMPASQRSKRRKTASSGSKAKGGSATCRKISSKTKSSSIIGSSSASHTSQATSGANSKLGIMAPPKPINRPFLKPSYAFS
LDHA block – qHTS assay for inhibitors of human lactate dehydrogenase; L-lactate dehydrogenase A chain (Homo sapiens), P00338; purified LDHA, NADH/diaphorase-resazurin fluorescence; active compounds read low; activity change, % (values are at about 110 or 230 µM); 480,000 tested, 0.15% active; AID 1347041, 2019; in the data active means activity change below about -30%; inconclusive means mostly about -25% to -30%;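 further: plate controls were DMSO wells for no effect and wells without enzyme for full effect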
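Human LDH5 at 2 nM final in Tris HCl pH 7.4 with 0.06 mM NADH and 0.2 mM pyruvate, reacted 5 minutes at room temperature. Remaining NADH coupled via diaphorase/resazurin; resorufin fluorescence read at 0 and 20 minutes, normalized to enzyme-free and DMSO wells.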
An asterisk follows results filed as active; ? = inconclusive; / = no result given; & = joins results of further samples; [ ] = remark or other dose. Unless noted, the call rests on the fitted dose curve; in most records, active means well fitted curve in the direction sought with a large enough effect; inconclusive means small, poorly fitted or top-dose-only effect, or another doubt; inactive means no such curve, though single readings can be large; an effect the other way counts as inactive or inconclusive. These rows are one share of the data; rates above refer to the full screens.

SMILES	POLB inh	Apoferritin bind	POLI inh	Pol kappa inh	Glioma ERSR ind	Pol eta inh	APEX1 inh	BLM helicase inh	LDHA block
COC(=O)COC(=O)c1ccc(-n2nnnc2SC)cc1	-11.0%	-6.4%	11.6%	-7.1%	-1.0%	-9.2%	?	-1.3%	-5.3
O=C(O)COc1cccc2c1CCC=C2CCO/N=C(\c1ccccc1)c1cccnc1	/	-1.5%	/	14.4%[60.1 µM]	-2.1%	/	9.6%	2.3%	/
CCN(CC)CCNC(=O)NC1CCCCC1	20.8%	-5.7%	4.0%	4.3%	1.1%	-6.4%	1.0%	-1.9%	-1.6
CC(C)c1onc(C(=O)NC2CCCCC2)c1[N+](=O)[O-]	-20.6%	-13.6%	-5.7%	-1.4%	-0.7%	-0.6%	0.4%	-3.5%	3.3
CC(CCc1ccccc1)NC(=O)Cn1ncc2c3ccccc3n(Cc3ccccc3F)c2c1=O (configuration not stated)	2.7%	-9.8%	36.7%[activator]	1.3%	-1.8%	-18.9%	/	-0.4%	-6.4
CCc1ccccc1N(C(=O)c1snc(C(N)=O)c1N)C(C(=O)NCC1CCCO1)c1ccc(C)o1 (configuration not stated)	-17.1%	13.2%	137.5%[activator]	-10.8%	-0.5%	-8.5%	58.4%[activator]	-3.1%	4.7
CCn1c(SCC(=O)NCC(=O)Nc2ccc(F)cc2)nnc1-c1cccs1	-28.6%	-6.7%	?	-5.9%[60.1 µM]	-1.8%	-2.5%	2.4%	-0.4%	-9.8
Cc1ccc(NC(=O)COC(=O)/C(=C/c2cccs2)c2cccs2)cc1S(=O)(=O)N(C)C	2.3%	-3.0%	-4.0%	-14.2%	0.1%	-5.2%	?	-10.5%	-1.7
Nc1c(N(CCC2=CCCCC2)C(=O)c2ccccc2F)c(=O)[nH]c(=O)n1Cc1ccccc1	/	/	79.4µM*	-16.1%	3.6%	-9.6%	10.1%	/	-13.0
CCOc1ccc(C(=O)NCCc2sc(-c3cccc(F)c3)nc2C)cc1OCC	-7.9%	?	-1.9%	-9.7%[60.1 µM]	-1.7%	-6.5%	/	1.4%	-4.9
CCS(=O)(=O)NCc1cn2c(C)csc2n1	3.9%	-5.4%	-8.9%	-13.8%	3.2%	?	-3.8%	-1.8%	-1.0
O=C(Nc1nc2c(s1)CCCC2)c1nn(Cc2ccccc2)c(=O)c2ccccc12	29.4%	2.0%	187.7%[activator]	-7.7%	-2.6%	-12.1%	-1.6%	-6.9%	5.0&-0.9
O=C(CNC(=O)c1ccc2c(c1)OCCO2)N/N=C/c1ccco1	34.6%	-18.0%	44.0%[activator]	-0.7%	-3.2%	-4.0%	13.9%	-4.8%	0.7
C=CCn1c(N)cc(=O)nc1SCC(=O)N(c1ccccc1)c1ccccc1	18.1%	-15.0%	87.6%[activator]	-1.2%	-2.8%	-13.2%	8.3%	-3.1%	-6.7
COc1ccc(OC)c(NC2c3ncccc3C(=O)N2Cc2ccco2)c1 (configuration not stated)	3.2%	-12.2%	?	-17.0%	-1.6%	-3.2%	-5.2%	-4.2%	11.0
CCc1noc(C)c1C(=O)Nc1nc2c(C)cc(C)cc2s1	/	/	2.8%	-7.1%	-3.6%	-2.9%	11.4%	/	-3.9
CCn1c(=O)c2sccc2n2c(CCC(=O)Nc3ccc(OC)c(Cl)c3)nnc12	3.5%	-7.4%	-3.6%	2.9%	-2.4%	-16.7%	/	-0.8%	-5.6
COc1ccccc1NC(=O)C1(c2ccccc2)CCCC1	8.2%	?	0.1%	-7.5%	-2.5%	-9.5%	-1.4%	-9.6%	-3.1
COc1cccc(-c2cc(C(=O)NC3CCCCC3)no2)c1	-26.6%	-2.8%	16.6%	-5.3%	2.6%	-11.8%	45.3%[activator][12.4 µM]	0.4%	-0.8
O=C(CSc1ncnc2ccccc12)c1cccs1	6.5%	-15.7%	14.3%	-13.5%	-4.4%	-6.3%	-5.8%	-1.8%	-6.0
CCCCn1cc2c(c1-c1cccc(C)c1)c(=O)n(C)c(=O)n2C	18.3%	-11.4%	3.8%	-8.8%	-0.5%	-4.9%	20.5%	-3.7%	-2.0
O=c1[nH]nc(-c2ccc(F)cc2)cc1-c1ccccc1	15.9%	-0.4%	5.6%	-5.1%	1.1%	-18.4%	1.0%	-5.1%	-4.8
COc1ccccc1NC(=S)NNC(=O)c1ccncc1	7.5%	-9.5%	-9.8%	-5.6%	-2.1%	-2.3%	-0.9%	-4.3%	-5.8
Oc1ccc2ccccc2c1CNn1cnnc1	30.2%	-7.7%	37.3%[activator]	2.5%	-3.4%	-10.8%	8.5%	-2.2%	9.7
Cc1c(C(=O)OCC(=O)NC2CCCCC2)oc2ccccc12	/	/	14.7%	-20.6%	0.0%	-8.7%	-4.8%	/	-7.0

2 records picked at random from the list so far:
SMILES	POLB inh	Apoferritin bind	POLI inh	Pol kappa inh	Glioma ERSR ind	Pol eta inh	APEX1 inh	BLM helicase inh	LDHA block
COc1cccc(-c2cc(C(=O)NC3CCCCC3)no2)c1	-26.6%	-2.8%	16.6%	-5.3%	2.6%	-11.8%	45.3%[activator][12.4 µM]	0.4%	-0.8
CCc1noc(C)c1C(=O)Nc1nc2c(C)cc(C)cc2s1	/	/	2.8%	-7.1%	-3.6%	-2.9%	11.4%	/	-3.9

(cont.)
SMILES	POLB inh	Apoferritin bind	POLI inh	Pol kappa inh	Glioma ERSR ind	Pol eta inh	APEX1 inh	BLM helicase inh	LDHA block
CC(=O)c1ccc(N2CCN(C(=O)c3ccc(Cn4c(=O)[nH]c5ccccc5c4=O)cc3)CC2)cc1	-20.0%	-11.2%	-12.3%	-0.2%[60.1 µM]	1.0%	-4.8%	/	0.1%	-1.7
COc1ccccc1NC(=O)CN1CCN(CC(=O)Nc2ccc(F)cc2F)CC1	-0.2%	-7.4%	-12.8%	-11.3%	1.6%	-2.8%	-0.9%	0.5%	-7.9
O=C(NN1C(=O)C2C3C=CC(C4CC34)C2C1=O)c1cccc(Br)c1 (configuration not stated)	25.2%	-2.6%	-13.9%	-16.8%	0.9%	-0.4%	-10.1%	-1.8%	-3.2
Cc1ccccc1/C=C(\C#N)c1nc(-c2ccc(Cl)cc2)cs1	26.6%	-11.1%	10.1%	7.7%	0.0%	-4.6%	/	-7.8%	-2.6
O=C(COC(=O)c1cccc(S(=O)(=O)N2CCCCCC2)c1)Nc1ccccc1	/	/	?	-9.3%	-2.7%	-17.1%	-18.3%	/	0.5
O=C(CSc1ncnc2c1cnn2-c1ccc(F)cc1)NCC1CCCO1 (configuration not stated)	-3.9%	-5.5%	14.1%	2.4%	0.0%	-9.9%	9.2%	0.7%	-1.4
NC(=O)COc1ccc(/C=N/NC(=O)C2CCCN2S(=O)(=O)c2ccc(Cl)cc2)cc1 (configuration not stated)	0.7%	-15.3%	22.1%	-7.1%	-4.7%	-21.5%	6.5%	-26.3%	-1.7
CCCCn1c(-c2ccc([N+](=O)[O-])cc2)n[nH]c1=S	-11.7%	-14.9%	5.3%	-5.5%	-2.9%	-0.6%	-5.2%	-0.7%	-3.1
CCCOc1ccc(-c2cccc(NS(=O)(=O)c3ccccc3)c2)nn1	0.5%	?	10.9%	-9.7%[60.1 µM]	2.3%	?	/	-2.6%	-12.3
COc1cc(NC(=O)CSc2nnc(-c3cc(C)on3)o2)cc(OC)c1	3.0%	-6.2%	152.2%[activator]	-30.6%	-3.9%	-10.2%	50.7%[activator]	4.3%	-6.3
Cc1ccc(C(=O)COC(=O)c2cnccn2)cc1C	3.5%	?	/	/	/	/	11.0%	-2.9%	/
O=C(O)c1cccc(NS(=O)(=O)c2ccc(Oc3ccc(S(=O)(=O)Nc4cccc(C(=O)O)c4)cc3)cc2)c1	/	/	30.4%	-21.0%	-4.5%	-10.6%	/	/	-5.8
N#CCOc1coc(CN2CCN(c3ccccc3)CC2)cc1=O	18.1%	-4.7%	11.7%	3.9%	-3.2%	-3.9%	-8.1%	-2.8%	1.2
Clc1cccc(C2CCN(Cc3nc(COc4ccccc4)no3)C2)c1 (configuration not stated)	1.5%	-2.2%	32.2%[activator]	-6.9%	-0.1%	-22.1%	10.8%	-8.6%	-12.1
Cc1ccc(Cc2c[nH]c(=S)s2)cc1	20.7%	?	76.3%[activator]	-16.7%	-1.3%	-5.2%	-8.7%	-7.1%	-7.4
CCN1CCc2c(sc(NC(=O)c3ccc(S(=O)(=O)N(C)C4CCCCC4)cc3)c2C(N)=O)C1	25.2%	4.5%	-2.9%	-6.5%[60.1 µM]	-2.4%	-17.5%	/	-7.3%	1.6
O=C(C1CCN(c2nc3ccccc3[nH]2)CC1)N1CCN(c2cccc(Cl)c2)CC1	9.8%	2.6%	0.9%	-2.7%[60.1 µM]	-4.1%	-18.4%	/	-0.5%	-1.0
CSc1nc(-c2ccco2)nn1S(C)(=O)=O	-1.7%	4.5%	-9.1%	-4.1%	-2.2%	4.2%	8.1%	-0.6%	2.2
CCn1ncc(C2=NOC(C(=O)Nc3ccc(C)cc3)C2)c1C (configuration not stated)	-6.1%	-13.4%	10.4%	-13.6%	-1.1%	4.1%	3.9%	-6.9%	-6.9
O=C(N/N=C/c1cc2c(cc1Br)OCO2)c1cccnc1	-0.5%	-5.4%	14.8%	2.4%	1.4%	16.5%	14.8%	0.3%	-0.6
